SMN2 splice enh: qHTS Assay for Enhancers of SMN2 Splice Variant Expression. HEK293 SMN2-luciferase splicing reporter, luminescence, 30-36 h. Potency, µM (highest dose often 46.1 µM), without a hit: at the top dose activity change, positive = activation, usual class: activators. 210,000 compounds, 2.8% hits. AID 1458, 2008; note: % of control where 0% means no effect; nearly all actives have a fitted effect of over 55% in size
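HEK293 cells carry an SMN2 […]–luciferase reporter in which exon 7 inclusion puts luciferase in frame. Cells were plated 10-12 h before compound addition, then incubated 30-36 h at 37C. ONE-Glo luminescence was read; sodium butyrate at 4.5 mM final served as control.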
GAA glycogen: qHTS Assay for Inhibitors and Activators of Human alpha-Glucosidase Cleavage of Glycogen; 300,000 compounds, 0.38% hits; Lysosomal alpha-glucosidase (Homo sapiens), P10253; AID 2100, 2009; Potency, µM (top dose mostly 76.4 µM), for the others: at the top dose activity change, negative = inhibition, actives largely listed as inhibitors; recombinant GAA, glycogen substrate, Amplex Red glucose oxidase fluorescence;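 note: 0% = full enzyme reaction and -100% = no-enzyme basal signal; the screen sought inhibitors and activators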
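Recombinant human enzyme (4 nM); glycogen substrate; 37 C, 40 min, pH 5.0. Readout: coupled glucose oxidase/Amplex Red fluorescence.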
JMJD2E inh: qHTS Assay for Inhibitors of Human Jumonji Domain Containing 2E (JMJD2E); Lysine-specific demethylase 4E (Homo sapiens), B2RXH2; JMJD2E catalytic domain, FDH-coupled NADH fluorescence (FDH is formaldehyde dehydrogenase); 230,000 compounds, 1.6% hits; Potency, µM (doses to about 57.1 µM), for the others: top-dose activity change, negative = inhibition, usual class: inhibitors; active = well fitted inhibition curve with a large enough effect, not every such curve was filed as active; inconclusive = small, poorly fitted or top-dose-only effect, or another doubt; inactive = no such curve, though single readings can be large or run the other way;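 note: 0% = wells with enzyme and -100% = buffer wells without enzyme; nearly all actives have a fitted effect of over 50% in size; many of its hits are not listed in these tables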
ALDH1A1 inh: qHTS Assay for Inhibitors of Aldehyde Dehydrogenase 1 (ALDH1A1). Aldehyde dehydrogenase 1A1 (Homo sapiens), P00352. Purified ALDH1A1, NADH fluorescence, propionaldehyde substrate. Potency, µM (doses to about 75.3 µM), inactives show at the top dose activity, negative = inhibition, usual class: inhibitors. 220,000 compounds, 7.3% hits. AID 1030, 2008; active = well fitted inhibition curve with a large enough effect, not every such curve was filed as active; inconclusive = small, poorly fitted or top-dose-only effect, or another doubt; inactive = no such curve, though single readings can be large or run the other way;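 note: plate controls were no enzyme wells and a reference inhibitor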
Target sequence (P00352 whole entry, looked up): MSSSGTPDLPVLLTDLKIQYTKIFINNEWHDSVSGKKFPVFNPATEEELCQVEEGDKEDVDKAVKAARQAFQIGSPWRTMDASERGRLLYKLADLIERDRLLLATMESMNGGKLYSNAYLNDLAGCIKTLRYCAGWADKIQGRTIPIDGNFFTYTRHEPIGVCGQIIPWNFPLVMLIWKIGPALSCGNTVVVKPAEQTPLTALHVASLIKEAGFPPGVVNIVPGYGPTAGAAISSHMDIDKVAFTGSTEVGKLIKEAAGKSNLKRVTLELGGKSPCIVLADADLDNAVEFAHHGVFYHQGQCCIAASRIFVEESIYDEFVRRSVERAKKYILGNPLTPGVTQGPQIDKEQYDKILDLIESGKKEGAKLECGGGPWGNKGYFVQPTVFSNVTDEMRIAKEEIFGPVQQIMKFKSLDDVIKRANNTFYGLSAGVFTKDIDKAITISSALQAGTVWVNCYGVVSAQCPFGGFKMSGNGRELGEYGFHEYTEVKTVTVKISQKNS
aGal spleen mod: qHTS Assay for Inhibitors and Activators of Human alpha-Galactosidase From Spleen Homogenate; Alpha-galactosidase A (Homo sapiens), P06280; human spleen homogenate, 4MU-alpha-Gal fluorescence, 40 min; Potency, µM (doses to about 80 µM), inactives show at the top dose activity change, negative = inhibition, most hits filed as inhibitors; 240,000 compounds, 0.008% hits; AID 2107, 2009;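 note: 0% = enzyme with vehicle and -100% = no enzyme basal signal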
Target sequence (P06280 32-429 limits assumed): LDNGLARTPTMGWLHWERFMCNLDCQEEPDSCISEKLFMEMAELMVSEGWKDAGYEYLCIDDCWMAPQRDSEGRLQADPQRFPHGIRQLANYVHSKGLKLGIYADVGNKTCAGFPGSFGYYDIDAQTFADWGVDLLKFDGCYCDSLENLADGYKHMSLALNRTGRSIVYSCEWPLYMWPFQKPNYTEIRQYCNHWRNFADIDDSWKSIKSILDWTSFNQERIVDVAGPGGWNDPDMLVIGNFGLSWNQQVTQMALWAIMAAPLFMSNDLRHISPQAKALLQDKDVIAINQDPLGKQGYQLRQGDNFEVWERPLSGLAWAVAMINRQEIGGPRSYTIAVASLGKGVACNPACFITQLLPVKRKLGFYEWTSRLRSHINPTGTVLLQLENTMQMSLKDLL
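Human spleen homogenate (1 ug) as enzyme source, 4-methylumbelliferyl-alpha-D-galactopyranoside 1 mM final, citrate/phosphate pH 5.0 with 0.01% Tween-20. Compounds 40 min at 37C, NaOH/glycine stop; fluorescence Ex 365/Em 440, Hill-fit AC50.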
GAA spleen mod: qHTS Assay for Inhibitors and Activators of Human alpha-Glucosidase From Spleen Homogenate | human spleen homogenate, 4-MU-alpha-glucoside fluorescence | Potency, µM (doses to about 79.9 µM), for the others: top-dose activity change, negative = inhibition, actives largely listed as inhibitors | Lysosomal alpha-glucosidase (Homo sapiens), P10253 | 240,000 compounds, 0.006% hits;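 note: 0% = enzyme with vehicle and -100% = no enzyme basal signal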
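AC50 values come from Hill-equation fits of concentration-response data, normalized to no-enzyme and full-activity controls. Enzyme source: 1 ug human spleen homogenate; 1 mM fluorogenic 4-MU glucoside, pH 5.0 citrate buffer, 37 C, 40 min.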
GAA inhib: qHTS Assay for Inhibitors of Human alpha-Glucosidase as a Potential Chaperone Treatment of Pompe Disease; Lysosomal alpha-glucosidase (Homo sapiens), P10253; purified human GAA, 4-MU-alpha-glucoside fluorescence; Potency, µM (highest dose often 76.9 µM), inactives show at the highest dose activity change, negative = inhibition, actives largely listed as inhibitors; 200,000 compounds, 0.005% hits; AID 1466, 2008;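 note: plate controls were uninhibited enzyme wells for no effect and no-enzyme background for full effect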
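Human alpha-glucosidase, 4 nM, pre-mixed with test compounds before 400 uM 4-methylumbelliferyl substrate; 20 min room temperature at pH 5.0. Fluorescence read after pH 10 stop; AC50 values from Hill-equation fits.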
RGS12 GoLoco inh: qHTS Assay for Inhibitors of RGS12 GoLoco Motif Activity (Red Fluorophore) | Guanine nucleotide-binding protein G(i) subunit alpha-1 (Homo sapiens), P63096 | Gai1:RGS12 GoLoco peptide FP, rhodamine, 10 min | Potency, µM (doses to about 61.6 µM), inactives show at the top dose activity, negative = inhibition, usual class: inhibitors | 230,000 compounds, 0.44% hits; active = well fitted inhibition curve with a large enough effect, not every such curve was filed as active; inactive = no such curve, though single readings can be large or run the other way; note: % is set by controls: 0 for no effect and ±100 for the full control effect; nearly all actives have a fitted effect of over 30% in size; many of its hits are not listed in these tables
Numbers without * were called inactive; ? = inconclusive; · = no result given; [ ] = remark or other dose. Unless noted, calls come from the whole dose curve; as a rule, active = well fitted curve in the direction sought with a large enough effect; inconclusive = small, poorly fitted or top-dose-only effect, or another doubt; inactive = no such curve, though single readings can be large; an effect the other way counts as inactive or inconclusive. Potency is the fitted concentration of half-maximal effect.

SMILES	SMN2 splice enh	GAA glycogen	JMJD2E inh	ALDH1A1 inh	aGal spleen mod	GAA spleen mod	GAA inhib	RGS12 GoLoco inh
O=C1NC2(CCCCC2)N=C1c1ccc(F)cc1	-2.5%	7.1%	6.0%	5.4%	6.9%	-2.9%	10.5%	-2.7%
COc1ccc(S(=O)(=O)N2CCOC2CNC(=O)C(=O)NCc2cccnc2)cc1OC (configuration not stated)	·	2.1%	6.6%	·	-2.5%	-7.0%	·	-8.5%
CC(=O)Nc1cccc(NC(=O)c2ccc(C(=O)Nc3cccc(NC(C)=O)c3)nc2)c1	15.9%	6.3%	-27.3%	?	-5.3%	-1.6%	14.0%	119.1%[activator]
COc1ccc(S(=O)(=O)n2ccc(-c3cnc(-c4ccccc4)s3)n2)cc1	-4.0%	-8.8%	?	?	-0.7%	-4.3%	?	2.3%
O=C(Nc1ccccn1)c1cccs1	29.8%	11.2%	-7.0%	1.8%	0.1%	2.2%	0.1%	-1.4%
CCC(CC)c1nc2ccccc2c(=O)[nH]1	·	17.6%	-16.9%	7.0%	-1.8%	-6.7%	4.4%	13.5%
Cc1nn2c(=O)c(NC(=O)c3ccc(F)cc3)cnc2s1	25.7%	1.1%	-6.5%	1.5%	0.8%	-0.7%	1.6%	7.8%
COC(=O)N1CCN(c2ccc(OC)cc2)CC1	23.8%	-2.0%	-23.0%	-2.7%	-3.8%	-9.3%	0.4%	2.6%
CC(C)OCCCNc1ncc2c(n1)CC(c1ccc(N(C)C)cc1)CC2=O (configuration not stated)	-6.2%	-21.6%	-6.8%	8.91µM*	-8.2%	3.7%	-6.8%	-16.1%
OC1(c2ccc(F)cc2)CCN(Cc2ccccc2)C1 (configuration not stated)	-4.9%	-3.7%	0.4%	3.3%	-4.2%	-4.7%	-2.1%	-1.5%
COc1ccc(C(=O)c2sc(NC(C)C)nc2N)cc1OC	29.9%	3.4%	-0.4%	4.2%	0.3%	-3.6%	-4.4%	13.4%
CCCCNc1ccc(C(CC(N)=O)NC(=O)c2ccccc2)cc1[N+](=O)[O-] (configuration not stated)	·	4.2%	-13.7%	·	0.6%	-0.2%	·	-10.3%
CCOc1cc(C(=O)NCC2CCCO2)cc(OCC)c1OCC (configuration not stated)	2.3%	-0.2%	-3.2%	-8.7%	7.4%	1.6%	0.5%	1.9%
CCCCC(=O)Nc1nnc(-c2ccc(OC)cc2)s1	?	8.7%	4.8%	2.1%	-9.5%	-1.2%	-4.5%	0.8%
c1ccc(Oc2ncnc3sccc23)cc1	1.1%	-3.5%	0.7%	13.8%	-0.2%	·	-7.0%	4.9%
COc1ccc(Cc2nc3ccc(S(=O)(=O)N4CCOCC4)cc3[nH]2)cc1	-7.4%	-5.6%	-0.7%	4.2%	-1.6%	-10.3%	?	-4.5%
CNc1nc(N)c(C(=O)Nc2cc(C)on2)s1	14.1µM*	-15.1%	-6.2%	-1.5%	0.3%	2.1%	-1.4%	0.1%
CCN(Cc1ccccc1)C(=O)COC(=O)c1cc(=O)[nH]c2ccccc12	-13.8%	-2.7%	?	-7.3%	8.0%	6.6%	5.6%	6.9%
Cc1cc(NC(=O)c2cc(-c3ccc(C)c(C)c3)nc3ccccc23)no1	5.4%	5.5%	?	?	2.3%	5.1%	-6.9%	16.2%
COc1ccc(-c2nnc(-c3cc(OC)c(OC)c(OC)c3)o2)cc1OC	?	3.6%	?	?	3.0%	-1.6%	-2.7%	12.2%
COc1ccc(NC(=O)Cc2c(F)c(F)c(F)c(F)c2F)cc1OC	·	2.0%	-6.3%	·	0.2%	1.6%	·	-2.8%
CCCCCNC(=O)c1ccccc1SC	22.3%	-8.9%	1.5%	8.4%	-7.5%	-7.0%	-1.5%	-1.4%
CC(C(=O)NC1CC(C)(C)NC(C)(C)C1)c1ccc([N+](=O)[O-])cc1 (configuration not stated)	0.9%	-13.2%	3.0%	-0.3%	1.2%	-3.9%	3.1%	11.3%
COc1ccc(NC(=O)CC2SC(=N)N(c3ccccc3)C2=O)c(OC)c1 (configuration not stated)	4.8%	2.9%	4.4%	?	-0.8%	·	?	-27.1%
CCOc1ccccc1NC(=O)Nc1ccc(Br)cc1C	-1.4%	-6.4%	5.3%	1.5%	0.3%	3.7%	4.5%	12.2%
CNC(=O)COC(=O)Cc1ccc(Cl)cc1	9.6%	-1.1%	-3.5%	5.7%	-0.7%	1.3%	5.1%	3.7%
COc1ccc(OC)c(NC(=O)Cn2c(=O)n(CC(=O)NCc3ccco3)c(=O)c3ccccc32)c1	-5.2%	3.9%	3.2%	-1.9%	-20.1%	-24.4%	0.6%	5.4%
Cc1nc(Cl)sc1C(=O)Nc1cccc2ccccc12	-16.1%	-5.5%	4.1%	-9.7%	0.7%	2.0%	3.0%	-4.4%
COCCNC(=O)c1ccccc1NC(=O)c1cc(OC)cc(OC)c1	-0.8%	2.2%	16.4%	-2.3%	1.9%	3.2%	-0.7%	5.0%
CC(=O)NC(Cc1ccc(F)cc1)C(=O)N1CCN(C(=O)NCc2ccccc2)CC1 (configuration not stated)	-25.6%	-6.9%	3.8%	2.4%	-12.0%	-9.3%	5.0%	2.8%
Clc1ncc(Cn2cccn2)s1	11.6%	6.0%	6.9%	6.7%	2.6%	0.9%	-12.0%	-7.5%
c1ccc(C2OCC3(CO2)COC(c2ccccc2)OC3)cc1 (configuration not stated)	-8.2%	12.4%	1.5%	1.6%	3.9%	-9.3%	3.9%	2.0%
ON=Cc1cccn1-c1ccccc1	-7.0%	3.6%	3.7%	4.2%	-7.4%	-22.1%	-3.3%	3.8%
CCCCC(=O)N1C/C=C\C(c2ccc(OC)cc2)N(Cc2ccc(F)cc2)C(=O)[C@H]1Cc1ccccc1 (some centres not stated)	·	-11.4%	?	·	4.7%	-4.1%	·	4.6%
Nc1[nH]n(-c2ccccc2)c(=O)c1N=Nc1ccccc1	·	-10.2%	0.3%	0.2%	-13.9%	0.4%	-14.7%	2.2%
COc1ccc(/C=C/C(=O)c2cc3cccc(OC)c3oc2=O)cc1	-7.6%	5.4%	?	?	13.8%	4.2%	-4.6%[15.4 µM]	34.7%
c1ccc(-n2ncc3c2ncn2nc(-c4ccco4)nc32)cc1	11.2µM*	0.3%	?	?	0.6%	9.1%	4.4%	14.5%
CCN(CC)S(=O)(=O)c1cc(C(=O)OCC(=O)Nc2ccc(-c3nc4ccc(C)cc4s3)cc2)ccc1F	1.58µM*	-3.3%	?	?	13.3%	4.8%	7.3%	18.5%
Cc1ccc(C(C(=O)NC2CCCCC2)N2CCCC2)cc1 (configuration not stated)	-16.1%	-0.6%	-0.6%	11.4%	9.5%	-19.1%	6.2%	0.5%
O=C(Nc1ccncc1)c1cc(F)cc(F)c1	-9.9%	2.6%	1.4%	-1.3%	-6.1%	4.9%	-6.6%	2.5%
CCC(=O)Nc1sc2c(c1C#N)CCCCC2	?	5.2%	-2.8%	?	-3.3%	-2.1%	-0.3%	-10.5%
Cc1ccc(-c2cc(Cc3ccc(F)cc3)c(=O)[nH]n2)cc1	·	-0.3%	2.0%	·	-1.3%	-26.2%	·	-0.3%
c1ccc(-c2cn3c(n2)CCC3)cc1	0.7%	0.5%	2.9%	19.5%	6.5%	1.2%	-0.9%	7.4%
COc1ccc(-c2noc(CCC(=O)NCCCN3CCN(c4ccccc4F)CC3)n2)cc1	-21.9%	-10.2%	9.0%	-4.1%	-3.5%	-3.0%	?	14.7%
COc1cc(NC(=O)COc2ccc(Cl)cc2)ccc1-c1cc2ccccc2oc1=O	0.5%	-0.5%	?	?	24.7%	1.8%	6.2%	12.5%

Already shown: entries from further up.
SMILES	SMN2 splice enh	GAA glycogen	JMJD2E inh	ALDH1A1 inh	aGal spleen mod	GAA spleen mod	GAA inhib	RGS12 GoLoco inh
ON=Cc1cccn1-c1ccccc1	-7.0%	3.6%	3.7%	4.2%	-7.4%	-22.1%	-3.3%	3.8%
CCCCC(=O)N1C/C=C\C(c2ccc(OC)cc2)N(Cc2ccc(F)cc2)C(=O)[C@H]1Cc1ccccc1 (some centres not stated)	·	-11.4%	?	·	4.7%	-4.1%	·	4.6%
Nc1[nH]n(-c2ccccc2)c(=O)c1N=Nc1ccccc1	·	-10.2%	0.3%	0.2%	-13.9%	0.4%	-14.7%	2.2%
COc1ccc(/C=C/C(=O)c2cc3cccc(OC)c3oc2=O)cc1	-7.6%	5.4%	?	?	13.8%	4.2%	-4.6%[15.4 µM]	34.7%
c1ccc(-n2ncc3c2ncn2nc(-c4ccco4)nc32)cc1	11.2µM*	0.3%	?	?	0.6%	9.1%	4.4%	14.5%
CCN(CC)S(=O)(=O)c1cc(C(=O)OCC(=O)Nc2ccc(-c3nc4ccc(C)cc4s3)cc2)ccc1F	1.58µM*	-3.3%	?	?	13.3%	4.8%	7.3%	18.5%
Cc1ccc(C(C(=O)NC2CCCCC2)N2CCCC2)cc1 (configuration not stated)	-16.1%	-0.6%	-0.6%	11.4%	9.5%	-19.1%	6.2%	0.5%
O=C(Nc1ccncc1)c1cc(F)cc(F)c1	-9.9%	2.6%	1.4%	-1.3%	-6.1%	4.9%	-6.6%	2.5%
CCC(=O)Nc1sc2c(c1C#N)CCCCC2	?	5.2%	-2.8%	?	-3.3%	-2.1%	-0.3%	-10.5%

Some of the compounds tested. The share of hits here may be higher or lower than overall.
